hIAP block: blocks human intestinal alkaline phosphatase. purified IAP, CDP-Star luminescence, 30 min. inhibition, % at 10 µM. actives 0.12% (n = 330,000). AID 2544;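 active = inhibition reaching a set limit with compound at 10 µM in the primary screen, cut at about 35% in these data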;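 note: plate controls were DMSO wells with enzyme for no effect and no-enzyme buffer wells for full effect; values of inactives mirror those of a sister screen read the other way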
Target sequence (P09923 whole entry, looked up): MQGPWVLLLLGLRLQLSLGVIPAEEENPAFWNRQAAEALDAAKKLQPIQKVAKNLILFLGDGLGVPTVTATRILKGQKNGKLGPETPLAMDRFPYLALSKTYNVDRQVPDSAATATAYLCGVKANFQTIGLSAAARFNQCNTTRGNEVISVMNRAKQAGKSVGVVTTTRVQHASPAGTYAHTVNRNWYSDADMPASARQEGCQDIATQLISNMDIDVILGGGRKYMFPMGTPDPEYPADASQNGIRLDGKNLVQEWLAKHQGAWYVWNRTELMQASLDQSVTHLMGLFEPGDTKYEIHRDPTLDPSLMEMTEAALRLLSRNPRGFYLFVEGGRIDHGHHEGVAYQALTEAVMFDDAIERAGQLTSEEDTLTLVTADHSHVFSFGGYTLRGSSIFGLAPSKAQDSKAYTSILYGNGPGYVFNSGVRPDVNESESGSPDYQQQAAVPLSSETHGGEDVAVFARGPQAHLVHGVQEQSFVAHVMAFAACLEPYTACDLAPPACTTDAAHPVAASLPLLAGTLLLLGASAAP
mIAP act: increases mouse intestinal alkaline phosphatase activity | muIAP, CDP-Star luminescence, 30 min; hits give high values; 1 = vehicle-only enzyme signal, 0 = enzyme-free wells | activation factor at 10 µM | actives 0.24% (n = 330,000) | AID 2805;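 active = activation factor of at least 2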; note: the source names both 10 and 20 µM as test concentration; values of inactives mirror those of a sister screen read the other way
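Assay system: mouse IAP enzyme; Reagent: CDP-Star chemiluminescent phosphatase substrate; Compound: DMSO-dissolved test compounds; Incubation: 30 min, room temperature; Technique: luminescence from enzymatic CDP-Star hydrolysis; Controls: DMSO-only wells and no-enzyme negative control.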
APOBEC3G inh: inhibitors of human APOBEC3G DNA deaminase. Q9HC16. recombinant A3G, ssDNA deamination FAM/TAMRA fluorescence. inhibition, % at 20 µM. actives 0.28% (n = 330,000). AID 493012;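 active = inhibition of at least 40% at 20 µM, with no more than 30% in the related APOBEC3A deaminase screen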;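 note: plate controls were DMSO wells with A3G for no effect and wells lacking A3G enzyme for full effect; some compounds called inactive have numbers as strong as hits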
mIAP inh: blocks mouse intestinal alkaline phosphatase | purified mouse IAP, CDP-Star luminescence, 30 min | inhibition, % at 10 µM | actives 0.2% (n = 330,000);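 active = inhibition of at least 40% at 10 µM in the primary screen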;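 note: plate controls were DMSO with enzyme for no effect and no enzyme wells for full effect; values of inactives mirror those of a sister screen read the other way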
APOBEC3A inh: blocks human APOBEC3A ssDNA deamination; recombinant A3A, FAM/TAMRA ssDNA deamination fluorescence; inhibition, % at 20 µM; actives 0.41% (n = 330,000); AID 493011;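 active = at least 40% inhibition at 20 µM here, with at most 30% in a related deaminase screen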;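 note: plate controls were A3A with DMSO for no effect and wells lacking A3A enzyme for full effect; some results filed as inactive read as strong as hits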
Target sequence (P31941 whole entry, looked up): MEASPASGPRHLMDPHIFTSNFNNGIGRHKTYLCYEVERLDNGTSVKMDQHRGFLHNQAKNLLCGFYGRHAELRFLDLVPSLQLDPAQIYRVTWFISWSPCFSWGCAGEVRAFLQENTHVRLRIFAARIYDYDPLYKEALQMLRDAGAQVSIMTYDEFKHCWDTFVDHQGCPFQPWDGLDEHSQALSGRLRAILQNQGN
MPTP block: inhibitors of mitochondrial permeability transition pore; actives 1.4% (n = 360,000); inhibition, % at 10 µM; isolated mouse mitochondria, Ca2+ swelling absorbance, 30 min;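 active = inhibition of 50% or more, scaled per plate between neutral and stimulator controls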;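 note: 0% = DMSO wells given calcium and 100% = 1 mM EGTA wells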
beta cell repl: induces beta-cell replication in MIN6 cells. MIN6 cells proliferation, ATPlite luminescence, 48 h; cells starved in 0.2% serum; 100% = growth in 10% serum. proliferation, % at 10 µM. actives 0.29% (n = 330,000);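 active = compounds whose signal lies at least 3.5 SD above the mean of all wells on their plate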;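 note: 0% = DMSO-treated cells in low-serum medium and 100% = 10% serum control; some compounds called inactive have numbers as strong as hits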
hIAP act: human IAP activation | actives 0.16% (n = 330,000) | purified human IAP, CDP-Star luminescence, 30 min; hits give high values; 1 = vehicle-only enzyme, 0 = enzyme-free background | activation factor at 10 µM | P09923;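 active = activation factor of the enzyme at least 2-fold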; note: the source names both 10 and 20 µM as test concentration; values of inactives mirror those of a sister screen read the other way
GRIN3A LBD mod: modulators (binders) of human NR3A ligand-binding domain | actives 2.5% (n = 340,000) | Tm shift relative to glycine control, % at 25 µM | NR3A LBD differential scanning fluorimetry, Tm shift; 0% = protein alone, 100% = glycine-bound protein;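 active = melting temperature shift of at least 10% of the positive control shift, at one fixed dose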
* hit, by the source's call; nt = not tested or not shown; & = joins results of further samples.

compound	hIAP block	mIAP act	APOBEC3G inh	mIAP inh	APOBEC3A inh	MPTP block	beta cell repl	hIAP act	GRIN3A LBD mod
COc1ccc(OC)c(NC(=O)CSc2nnc(-c3ccncc3)s2)c1	2	1.1	0	-6	2	-1.6	3	0.98	-2
O=C(c1cccs1)N(Cc1ccco1)c1nc(-c2ccc(F)cc2)cs1	6	1	5	-1	0	-2.4	-6	0.94	7
c1ccc2c(c1)ncn2-c1ncnc2sc3c(c12)CCCC3	-2	1.1	-4	-6	-5	0.0	4	1	-4
CCCOCC1CC2(CC(C)(c3csc(N)n3)OC2=O)C(=O)O1 (centres undefined)	-3	1	1	-2	0	-1.7	0	1	5
COc1ccc(CCNC(=S)NCCc2ccc(OC)c(OC)c2)cc1OC	6	1.2	-5	-25	-4	0.5&5.7	-3	0.94	27*
Cc1cc(=O)[nH]c(/N=C(\N)Nc2ccc3c(c2)OCCO3)n1	-14	0.97	-5	3	1	1.2	-3	1.1	-2
O=C(c1cccs1)N1CCN(C(=O)c2cn(-c3ccccc3)nc2-c2ccccc2)CC1	-16	1.1	-6	-5	14	1.3	-5	1.2	0
O=C(NCc1ccccc1F)C1CCCN(S(=O)(=O)N2CCOCC2)C1 (centres undefined)	6	1.1	-2	-6	-3	-1.1	1	0.94	2
COc1ccccc1C(=O)n1nc(-c2cccnc2)nc1N	0	1.1	-11	-14	-2	1.2	-1	1	0
COc1cc2c(cc1OC)C1=C(C#N)CCC(=NC(=O)c3ccc(Cl)cc3)N1CC2	-10	1	-3	-1	1	-6.6	0	1.1	1
COc1ccc(NC(=S)N(CCN2CCOCC2)Cc2ccccc2F)cc1	5	0.94	8	6	2	0.7	0	0.95	0
CS(=O)(=O)N1CCN(C(=O)c2cc(-c3cccs3)nc3ccccc23)CC1	13	0.98	-5	2	-5	0.3	-1	0.87	0
O=C(CCC(=O)c1cccs1)OCc1nc2ccccc2s1	-22	1.1	-7	-11	-7	1.1	-3	1.2	1
CC(C)NC(=O)NS(=O)(=O)c1cnccc1N1CCCCC1	5	0.97	3	3	5	-0.1	4	0.95	-4
O=c1oc2ccccc2c(N2CCCCC2)c1CN1CCCCC1	-7	0.98	-2	2	2	-0.9	0	1.1	-4
O=C(NCCc1ccco1)c1nn(Cc2ccccc2)c(=O)c2ccccc12	-2	0.93	-3	7	1	0.4	1	1	1
CCOC(=O)C1(Cc2ccc(OC)cc2)CCN(C(=O)CN2CCN(CC)CC2)CC1	9	0.94	-4	6	-1	2.3	0	0.91	0
O=C(c1ccccc1Br)N1CCN(c2ccccc2)CC1	13	0.86	-5	14	2	-1.5	-1	0.87	1
COC(=O)CNC(=O)CCC(=O)N1CCN(C(c2ccccc2)c2ccccc2)CC1	-16	1	-3	-3	1	0.4	-3	1.2	-2
Cc1ccc(/C=C2\SC(=S)N(CCCC(=O)Nc3cc(C)on3)C2=O)cc1	-10	1.1	2	-5	-2	2.8	-3	1.1	-1
COc1ccc(CN2CCNC(=O)C2CC(=O)NCCCn2cccn2)c(OC)c1 (centres undefined)	2	0.96	-6	4	-4	1.1	1	0.98	-1
Cc1cccc(N2CCN(S(=O)(=O)c3ccc4c(c3)CCN4C(=O)CCC(=O)O)CC2)c1C	17	1.1	-4	-6	-2	2.8	-2	0.83	1
NCc1c(O)ccc2ccccc12	-4	1	0	-3	1	nt	2	1	nt
Cc1ccc(C(=O)NNC(=O)c2nn(-c3ccc(F)cc3)ccc2=O)cc1	12	0.83	0	17	1	-0.3	-2	0.88	-3
O=C(CSc1ccc2ccccc2c1)Nc1ccncc1	11	1	-9	-3	-1	84*	-3	0.89	6
CC1CCCN(C(=O)CSc2nnc(-c3cccs3)o2)C1 (centres undefined)	-6	0.93	-2	7	-1	0.4	2	1.1	-1
COc1ccc(-c2nnc(-c3ccccc3)o2)cc1OC	14	1	-9	-1	-3	-0.1	2	0.86	-3
CCOc1ccc(-n2cc(C(=O)NCc3ccco3)c3cc(OC)c(OC)cc3c2=O)cc1	-46	1.1	-8	-6	-12	-1.0	-1	1.5	0
O=S1(=O)CCOC[C@H](CC2CCCCC2)N1Cc1ccccc1Br	3	0.94	-2	6	0	-0.6	-7	0.97	1
COc1ccc(CC(=O)Nn2c(-c3ccccc3)nc3ccccc3c2=O)cc1	-14	1.2	-3	-15	0	-1.0	-4	1.1	-13
CNC(=O)COC(=O)c1cc(-c2ccco2)nc2ccccc12	-9	1	33	0	52	1.1	-1	1.1	2
COC(=O)C1=C(C)NC(=O)NC1C1CC=CCC1 (centres undefined)	9	0.98	-4	2	1	-1.3	0	0.91	-1
COC(=O)C1=C(C(=O)OC)[C@@H]2N(C)c3ccccc3[C@@]23C[C@@H](CO)N(C(=O)c2cccs2)C3=N1	2	1.1	-7	-9	-3	0.1	-2	0.97	1
CC(=O)Nc1ccc2sc(C)nc2c1	7	0.95	-5	5	-4	-1.4	-1	0.93	0
COc1ccccc1N1CCN(C(=O)COc2cccc(C)c2C)CC1	-10	1	-2	-1	2	0.4	-1	1.1	0
COc1ccc(-c2noc(CSc3nc4ccccc4c(=O)n3-c3ccc(C)cc3)n2)cc1	0	0.91	-1	9	3	-0.4	-2	1	4
COc1ccccc1OCCCC(=O)NC(C)c1ccccc1 (centres undefined)	5	0.96	-4	4	-1	0.3	-4	0.95	-2
Cc1cccc(OCC(=O)N2CCN(c3nnc(-c4ccccc4)c4ccccc34)CC2)c1	9	0.93	-9	7	-5	9.8	-4	0.91	0
O=C(CN1CCN(C/C=C/c2ccccc2)CC1)NC(=O)NC1CCCCC1	-7	1.1	-3	-8	-11	8.8	-2	1.1	1
Cc1ccc(C)c(Nc2nc3nonc3nc2N2CCOCC2)c1	11	0.99	-7	1	-2	0.4	-1	0.89	1
COc1ccc(-c2cc3c(=O)n(CC(=O)NCc4ccccc4OC)ncn3n2)cc1	-2	0.91	2	9	2	0.1	-1	1	-1
CCC1CCCCN1CCCNC(=O)c1ccc(CS(=O)(=O)Cc2ccccc2F)o1 (centres undefined)	-3	1.1	8	-5	3	0.2	-1	1	0
Cc1ccc(Cn2ccc(=O)c(OCc3c(Cl)cccc3Cl)c2C)cc1	-14	1	1	-4	4	2.5	-6	1.1	5
Cn1nc([N+](=O)[O-])nc1Sc1ccc(Cl)cc1	-21	1	1	0	-1	0.3	0	1.2	-1
CCOC(=O)[C@H]1[C@H]2COc3ccc(C)cc3[C@@H]2N2C(=O)CN(CC3CCCO3)C(=O)[C@@]12C (some centres undefined)	-6	0.99	1	1	2	-1.0	-3	1.1	-2
O=C(NNC(=O)c1ccc(Cl)cc1Cl)Nc1ccccc1	-1	1	-5	-3	-2	0.1	0	1	1
CCc1ccc(N(C2C=CS(=O)(=O)C2)S(=O)(=O)c2ccccc2)cc1 (centres undefined)	13	1.1	-1	-6	3	-0.4	0	0.87	-3
C=CCN(C(=O)c1ccccn1)C(C(=O)NCc1ccccc1)c1ccccc1F (centres undefined)	12	0.96	-8	4	-2	-0.9	5	0.88	-1

MPTP block: entries above that show a hit
SMILES | hIAP block | mIAP act | APOBEC3G inh | mIAP inh | APOBEC3A inh | MPTP block | hIAP act | GRIN3A LBD mod
O=C(CSc1ccc2ccccc2c1)Nc1ccncc1 | 11 | 1 | -9 | -3 | -1 | 84* | 0.89 | 6

(continued)
compound	hIAP block	mIAP act	APOBEC3G inh	mIAP inh	APOBEC3A inh	MPTP block	beta cell repl	hIAP act	GRIN3A LBD mod
CCCCCC(=O)Nc1ccc2oc(-c3cccnc3)nc2c1	-1	1.1	-2	-7	0	5.3	-2	1	3
CCOc1cc(C(=O)NC2CC(C)(C)NC(C)(C)C2)cc(OCC)c1OCC	-14	1	11	-3	1	0.6	-3	1.1	2
Fc1ccc(CNc2ncnc3c2cnn3-c2ccccc2)cc1	5	1.2	-8	-18	-4	0.5	-2	0.95	-5
CN(Cc1ccon1)Cc1cn(C)nc1-c1cccc(Cl)c1	-6	0.95	-5	4	-5	5.1	0	1.1	0
Cc1ccc(C2=CN(Cc3ccccc3)CCC2=O)cc1	4	1	-5	-1	-2	0.9	2	0.96	-1
CC(Sc1ncn[nH]1)C(=O)Nc1cc(C(F)(F)F)ccc1Cl (centres undefined)	-12	1	-9	-1	-5	0.7	2	1.1	2
Cc1nc2c(cc(Oc3ccc(S(=O)(=O)N4CCOCC4)cn3)c3ccsc32)s1	9	0.91	-1	9	3	6.3	-4	0.91	6
Cc1cccc(C)c1-n1nnnc1S(=O)(=O)Cc1ccccc1Cl	5	0.91	-1	9	3	-0.1	-4	0.95	0
O=S(=O)(c1ccc(Cl)cc1)N1CCC(O)(CN2CCN(Cc3ccccc3)CC2)CC1	-5	1	1	-1	1	0.0	-3	1.1	-1
COc1ccc(CCNC(=O)COC(=O)COc2ccc(Cl)cc2)cc1OC	-63	0.99	-2	1	0	-0.5	-1	1.6	-2
O=C(NCCCc1ccc(F)cc1)C1CCC(=O)N(CC2CCCCC2)C1 (centres undefined)	-40	1	3	-1	-2	0.8	-3	1.4	0
CCS(=O)(=O)c1ccc2oc(SCC(=O)NCc3ccccc3)nc2c1	-7	1.1	3	-11	-8	-2.7	-1	1.1	-2
CNC(=O)c1cc(Nc2nnc(-c3ccc(C)c(S(N)(=O)=O)c3)c3ccccc23)ccc1OC	6	0.86	-3	14	-3	-0.7	0	0.94	-3
Cc1cc2c(C)nc(Cc3ccccc3)nc2o1	-23	1.1	-2	-8	-1	0.8	-2	1.2	5
